Assay outcomes deposited in PubChem BioAssay by Southern Research Specialized Biocontainment Screening Center.
influenza NS1A: NS1A inhibition, H1N1 influenza, cell based functional assay (AID 504329) | NS1A functional cell-based assay, percent inhibition; higher % means a stronger effect | inhibition, % at 12.5 µM; hits with a dose series show IC50 in µM | hit rate 0.3% among 340,000; in the data active means a potency from the dose series; inconclusive means inhibition above about 27% without an active follow-up result; further: strong numbers were not always called active
Salmonella PhoP GFP: Inhibition of PhoP regulon, Salmonella typhi GFP reporter cells, confirmation, 4 h (AID 1850). hit rate 0.33% among 310,000. Salmonella Typhi PhoP-promoter GFP reporter, fluorescence, 4 h; higher % means a stronger effect. inhibition, % at 50 µM; hits with a dose series show IC50 in µM; in the data active means a potency from the dose series; inconclusive means inhibition mostly from about 25% at the one dose, without a potency; inactive means the rest, 99 in 100 with inhibition below about 19%;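 further: 0% = induced wells with vehicle and 100% = uninduced wells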
tuberculosis growth: growth inhibition of non-replicating M. tuberculosis (AID 488890); Mycobacterium tuberculosis non-replicating, growth inhibition; higher % means a stronger effect; inhibition, % at 25 µM, or IC50 in µM where a hit was titrated; hit rate 0.39% among 320,000; in the data active means a potency from the dose series; inconclusive means inhibition mostly from about 82% at the one dose, without a potency; inactive means the rest, 99 in 100 with inhibition below about 76%;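 further: plate controls were DMSO cells for no effect and high antibiotic wells for full effect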
H37Rv inhibition: M. tuberculosis growth inhibition, HTS (AID 449762); M. tuberculosis H37Rv growth inhibition, 7H9 media; higher % means a stronger effect; hit rate 0.59% among 330,000; one-dose inhibition, % at 25 µM; IC50 in µM for titrated hits; in the data active means a potency from the dose series; inconclusive means inhibition above about 70% without an active follow-up result;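 further: bacterial growth assessed after seven days of incubation; strong numbers were not always called active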
VEEV TC-83 Vero: inhibitors of VEEV TC-83 cytopathic effect, confirmation, Vero cells (AID 588727); inhibition, % at 20 µM, or IC50 in µM where a hit was titrated; hit rate 0.13% among 350,000; Vero cells, VEEV TC-83 cytopathic effect inhibition; higher % means a stronger effect; in the data active means a potency from the dose series; inconclusive means inhibition mostly from about 14% at the one dose, without a potency; inactive means the rest, 99 in 100 with inhibition below about 12%; further: strong numbers were not always called active
VEEV TC-83 Vero 10K pilot screen: recorded beside VEEV TC-83 Vero, whose call it bears; inhibition, %; measured here: 10K pilot screen inhibition
Active calls of the source: *; i = inactive; u = inconclusive; x = not tested or not shown.

SMILES | influenza NS1A | Salmonella PhoP GFP | tuberculosis growth | H37Rv inhibition | VEEV TC-83 Vero | others
C[C@@H](NC(=O)[C@@H]1Cc2ccccc2CN1C(=O)OC(C)(C)C)C(=O)NCC1CCCO1 (stereo partly specified) | -3% | 3% | 2% | 3% | 1.9%
CC(C)OP(=O)(OC(C)C)C(O)c1cccc([N+](=O)[O-])c1 (stereo unspecified) | -15% | 0% | -11% | -5% | 0.2%
CCOC(=O)N1CCN(c2cc(=O)n(-c3cccc(Br)c3)c(=O)[nH]2)CC1 | 9% | 22% | x | 11% | 1.1%
COc1ccc(N2CCN(C(=O)COC(=O)CNC(=O)c3ccc(Cl)cc3Cl)CC2)cc1 | 4% | 11% | -9% | 24% | 1.1%
COc1cccc(N2C(=NC(=O)C3CCCO3)SC3CS(=O)(=O)CC32)c1 (stereo unspecified) | 3% | 1% | -13% | -4% | 1.4%
COc1ccc(-c2c(C3=CCCCC3)oc3ccc(-c4ccc5c(c4)OCO5)cc23)cn1 | 0% | 1% | 11% | 6% | 0.2%
COc1ccc(C2NC(=S)NC(O)(C(F)(F)F)C2C(=O)c2cccs2)cc1 (stereo unspecified) | -2% | -8% | 2% | 1% | 1.1%
CN(c1ccccc1C(=O)Nc1cccnc1)S(C)(=O)=O | 23% | -15% | -18% | -12% | 0.3%
CC(C(=O)NC1(C#N)CCCCC1)N(C)CC(=O)Nc1ccc(Cl)c(Cl)c1 (stereo unspecified) | -4% | x | 36% | 6% | 6.0%
Cn1c(=O)n(C)c2cc(/C=N/NC(N)=S)ccc21 | 0% | -1% | 13% | u | 2.3%
CCC1(c2ccc(F)cc2)NC(=O)N(CC(=O)Nc2ccccc2Cl)C1=O (stereo unspecified) | -21% | -4% | -4% | 4% | 2.0%
O=C1C[C@@H]2c3c(cccc3CN1Cc1ccccc1Br)C[C@@H](O)[C@H]2O | -1% | x | x | x | 0.7%
CC(C)NC(=S)N1CCN(S(=O)(=O)c2cccc(C(F)(F)F)c2)CC1 | 7% | 12% | -6% | -2% | 1.0%
C=CCn1c(SCC(=O)c2c(N)n(C)c(=O)n(C)c2=O)nc2sc(C)c(C)c2c1=O | 2% | -2% | -3% | 5% | i
CCN(N=O)c1ccc(C=C2C=Cc3ccccc32)cc1 | -20% | x | x | x | 0.4%
COc1ccc(CN2CC(=O)N(c3ccc(C)cc3)C2=S)cc1OC | -3% | 3% | 11% | -9% | i
CCOC(=O)CC1COc2ccccc2N1C(=O)c1ccc(F)cc1 (stereo unspecified) | -9% | 3% | -4% | -3% | 0.8%
O=[N+]([O-])c1ccc(Cl)c(S(=O)(=O)Nc2cccc(-c3ccc(N4CCOCC4)nn3)c2)c1 | -5% | 2% | 20% | -5% | 7.8%
CN1/C(=C/c2cccc[n+]2CCO)Sc2ccccc21 | -5% | 3% | 5% | -10% | i
O=C(COc1ccccc1Cl)Nc1ccccc1C(=O)N1CCOCC1 | 6% | 9% | -2% | -4% | 1.4%
C[C@@H]1CC[C@@]2(OC1)O[C@H]1C[C@H]3[C@@H]4CC=C5C[C@@H](O)[C@H](O)C[C@]5(C)C4CC[C@]3(C)[C@H]1[C@@H]2C (stereo partly specified) | 20% | 1% | 4% | -3% | i
O=[N+]([O-])/C(=C\Nc1ccc(F)cc1F)S(=O)(=O)c1ccccc1 | -3% | -4% | -24% | 2% | 0.5%
C=CCSc1nc(C)c2cc(C)cc(C)c2n1 | -13% | -5% | 5% | -4% | i
CCc1ccc(C(=O)OCC(=O)NCC(F)(F)F)cc1 | 8% | 1% | 51% | 4% | i
COCC(=O)N1CCC(Oc2ccc(C(=O)N3C[C@H]4CC[C@H]3C4)cc2)CC1 | -11% | -11% | -14% | -3% | 4.9%
CN(C)c1ccc2c(c1)C(=NO)c1ccccc1-2 | 25% | x | x | x | 4.7%
OC1(c2ccc(F)cc2)CCN(Cc2nnnn2Cc2cccs2)CC1 | 9% | -13% | 11% | 5% | i
COc1ccc(N(C)C(=O)C2CCN(S(=O)(=O)c3cccc4nonc34)CC2)c(OC)c1 | 7% | -7% | 13% | -4% | i
Nc1ccc(C(=O)NC2CCSc3ccccc32)cc1[N+](=O)[O-] (stereo unspecified) | -6% | -9% | 15% | 10% | 5.9%
CCn1c(=NC(=O)CS(=O)(=O)c2ccc(F)cc2)sc2cccc(OC)c21 | -1% | -7% | 6% | 4% | 8.0%

Next section; it opens with the five that closed the last part.
SMILES | influenza NS1A | Salmonella PhoP GFP | tuberculosis growth | H37Rv inhibition | VEEV TC-83 Vero | others
CN(C)c1ccc2c(c1)C(=NO)c1ccccc1-2 | 25% | x | x | x | 4.7%
OC1(c2ccc(F)cc2)CCN(Cc2nnnn2Cc2cccs2)CC1 | 9% | -13% | 11% | 5% | i
COc1ccc(N(C)C(=O)C2CCN(S(=O)(=O)c3cccc4nonc34)CC2)c(OC)c1 | 7% | -7% | 13% | -4% | i
Nc1ccc(C(=O)NC2CCSc3ccccc32)cc1[N+](=O)[O-] (stereo unspecified) | -6% | -9% | 15% | 10% | 5.9%
CCn1c(=NC(=O)CS(=O)(=O)c2ccc(F)cc2)sc2cccc(OC)c21 | -1% | -7% | 6% | 4% | 8.0%
Cc1ccc(-c2nc(CS(=O)CC(=O)N3CCN(c4ccc(F)cc4)CC3)c(C)o2)cc1 (stereo unspecified) | 1% | 0% | 38% | 43% | 0.9%
CC1CC(Nc2ccccc2)c2ccccc2N1C(=O)c1cccnc1 (stereo unspecified) | -4% | -6% | -1% | -6% | i
Cc1ccc(C)c(CSc2nnc(-c3ccccn3)n2N)c1 | -1% | 1% | 15% | 1% | 7.6%
NC(N)=Nc1cc2ccccc2c2ccccc12 | x | 10% | u | 56% | x
Cc1cccc(C)c1N1CCN(S(=O)(=O)N2CCOCC2)CC1 | -2% | -19% | x | x | 1.9% | VEEV TC-83 Vero 10K pilot screen=0.3
N#C/C(=N\Nc1ccc(Br)cc1)C(=N)N1CCOCC1 | -3% | 4% | 20% | 3% | 2.4%
Cn1c(SCC(=O)Nc2cccc(S(=O)(=O)NC3=NCCCCC3)c2)nnc1-c1ccccc1 | 3% | -12% | -1% | -2% | 3.2%
O=C(O)c1ccc(CSc2nnc(SCc3ccccc3)s2)cc1 | 1% | -9% | 47% | 3% | 2.1% | VEEV TC-83 Vero 10K pilot screen=1.1
Cc1cccc(NC(=O)Cn2c(=O)oc3cc(S(=O)(=O)N4CCCC4)ccc32)n1 | 2% | -5% | -16% | -3% | 0.4%
COC(=O)c1ccc2c(=O)n(C3CCCCC3)c(SCC#N)nc2c1 | 2% | 5% | 44% | -3% | 1.1%
Cc1ccc(C(=O)OCC(=O)N2CC(=O)Nc3ccccc32)s1 | -3% | 2% | 0% | -3% | 0.8%
Cc1ccc(S(=O)(=O)CCC(=O)N(C)C2CCCCC2)cc1 | -9% | -8% | -7% | 1% | i
O=C(O)c1ccc(N/N=C/C2=Cc3ccccc3OC2)cc1 | 18% | 2% | 37% | 1% | 0.2%
Cn1cccc1C(=O)OCC(=O)Nc1sccc1C#N | 2% | x | -12% | 5% | 2.8%
COc1ccc(-c2c(C#N)c(SCC(=O)c3cc4ccccc4oc3=O)nc(C)c2C(=O)Nc2ccccc2)cc1 | -8% | -2% | 51% | 46µM* | 11%
Cc1ccc(Cn2c(C)nc3ccc([N+](=O)[O-])cc3c2=O)cc1 | -14% | -1% | 24% | 2% | i
CCOC(=O)[C@H]1[C@H]2COc3ccc(Cl)cc3[C@@H]2N2C(=O)c3ccc(F)cc3NC(=O)[C@@]12C | -5% | -6% | 20% | 1% | 3.4%
Cc1ccc(C(=O)ON=C2CCN(S(=O)(=O)c3ccccc3)CC2)cc1 | -7% | -5% | 9% | 6% | 2.1%
CC1CCCC(NC(=O)NC(=O)COC(=O)c2ccc(O)cc2O)C1C (stereo unspecified) | -16% | x | 30% | 1% | 4.2%
CCCCNC(=O)CN(CCc1ccccc1)S(C)(=O)=O | -10% | 4% | -10% | -2% | i
COc1cccc(CNS(=O)(=O)c2ccc3c(c2)N(C(C)=O)CCO3)c1 | 1% | 7% | 4% | 0% | 0.1%
CCC(C)[C@@H](C(=O)Nc1ccc2c(c1)OCO2)N1Cc2ccccc2C1=O (stereo partly specified) | 11% | -10% | x | 0% | 0.3%
O=C(CN1CCN(Cc2ccccc2)CC1)Nc1ccc(Br)cc1 | 4% | 4% | u | 17% | 1.1%
COCCn1c(SCC(=O)Nc2cccc(C)c2)nnc1C(C)C | -3% | 6% | 4% | -3% | i
COc1ccc(C(=O)CSc2nnc(CNc3ccc(F)cc3)o2)cc1 | 12% | 5% | 60% | 16% | 1.2%
Cn1c(=O)cc(OCCCC(=O)Nc2ccccn2)c2ccccc21 | -1% | -5% | 7% | -8% | 2.0%
CCc1ccc(OCCNC(=O)OCc2ccccc2)cc1 | 0% | -9% | 74% | 12% | i
Nc1ccccc1Oc1c(F)c(F)c(Oc2ccccc2N)c(F)c1F | -1% | 10% | -21% | -2% | 6.9%
CCCCNC(=O)CNC(=S)N(Cc1ccccc1)Cc1cccs1 | -7% | -10% | 32% | 3% | 2.0%
Cc1c(Cl)cccc1NC(=O)CSc1nncn1-c1cccnc1 | 7% | 1% | x | 6% | 1.6%
C=CC(=O)N1C/C(=C/c2ccc(Cl)cc2)C(=O)/C(=C\c2ccc(Cl)cc2)C1 | 4% | x | x | x | i
CC(C)c1nc(NCCN2CCOCC2)c(C#N)c2c1COC(C)(C)C2 | 14% | -3% | 4% | -3% | 1.2%
CCC(C)(C)n1nnnc1CN1CCN(c2ccc(OC)cc2)CC1 | -11% | -2% | 7% | -4% | i
Cc1ccc(S(=O)(=O)N2CCCCC2C(=O)N2CCN(C)CC2)cc1 (stereo unspecified) | 2% | 3% | 8% | -4% | 0.5%
COc1ccccc1CNC(=O)COC(=O)c1cccc(-n2cnnn2)c1 | -7% | x | 8% | -5% | 0.5%
O=C(c1cnc2ccccn2c1=O)N1CCc2ccccc21 | 2% | -1% | 1% | 5% | 3.6%
COc1cc(C)c(CNC2CCCCC2)cc1C | -3% | -12% | 10% | -18% | 1.0%
O=C(O)CSc1nc2ccccc2n1C1CCCCC1 | 0% | -1% | -3% | 3% | 0.4%
CCN(c1cccc(C)c1)S(=O)(=O)c1ccc2c(c1)CCN2C(C)=O | -1% | -1% | 5% | -4% | 9.3%
CCOC(=O)c1ccc(N2CCCCC2)c(NS(=O)(=O)c2cccc(C(F)(F)F)c2)c1 | -19% | 11% | -9% | 11% | i
O=C(NC1CCCC1)C(c1ccsc1)N(C(=O)Cc1cccs1)c1ccccc1 (stereo unspecified) | -2% | -4% | -11% | 3% | 0.6%
COc1ccc(-c2cc(-c3ccccc3)c(C#N)c(S(C)(=O)=O)n2)cc1 | -3% | -1% | -9% | 9% | 11%
Cc1ccc(S(=O)(=O)Nc2ccc(-n3cnnn3)cc2)c(C)c1 | -8% | x | -1% | -8% | i
COCCOC(=O)C1=C(C)NC(=S)NC1/C=C/c1ccccc1 (stereo unspecified) | 1% | -8% | 4% | -8% | 3.2%
COc1ccc(C2=NN(c3ccc(C=O)cc3)C(c3ccccc3)C2)cc1 (stereo unspecified) | x | -2% | 5% | 22% | x

Structures above containing two or more sulfur atoms, in the order listed:
SMILES | influenza NS1A | Salmonella PhoP GFP | tuberculosis growth | H37Rv inhibition | VEEV TC-83 Vero | others
COc1cccc(N2C(=NC(=O)C3CCCO3)SC3CS(=O)(=O)CC32)c1 (stereo unspecified) | 3% | 1% | -13% | -4% | 1.4%
COc1ccc(C2NC(=S)NC(O)(C(F)(F)F)C2C(=O)c2cccs2)cc1 (stereo unspecified) | -2% | -8% | 2% | 1% | 1.1%
CC(C)NC(=S)N1CCN(S(=O)(=O)c2cccc(C(F)(F)F)c2)CC1 | 7% | 12% | -6% | -2% | 1.0%
C=CCn1c(SCC(=O)c2c(N)n(C)c(=O)n(C)c2=O)nc2sc(C)c(C)c2c1=O | 2% | -2% | -3% | 5% | i
CCn1c(=NC(=O)CS(=O)(=O)c2ccc(F)cc2)sc2cccc(OC)c21 | -1% | -7% | 6% | 4% | 8.0%
Cn1c(SCC(=O)Nc2cccc(S(=O)(=O)NC3=NCCCCC3)c2)nnc1-c1ccccc1 | 3% | -12% | -1% | -2% | 3.2%
O=C(O)c1ccc(CSc2nnc(SCc3ccccc3)s2)cc1 | 1% | -9% | 47% | 3% | 2.1% | VEEV TC-83 Vero 10K pilot screen=1.1
CCCCNC(=O)CNC(=S)N(Cc1ccccc1)Cc1cccs1 | -7% | -10% | 32% | 3% | 2.0%
O=C(NC1CCCC1)C(c1ccsc1)N(C(=O)Cc1cccs1)c1ccccc1 (stereo unspecified) | -2% | -4% | -11% | 3% | 0.6%
